# Myeloid diff MLP: myeloid differentiation induction; 360,000 tested, 1% active; ER-HoxA9 myeloid progenitors, lysozyme-GFP differentiation, flow cytometry; calls only at 10 µM;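 active = normalized GFP-positive differentiation at or above the plate's own cutoff, the solvent-only control mean plus 3 SD; inconclusive = no clear call, values can overlap the other calls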;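 also: cells exposed to compound for four days before flow analysis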
# NOD2 inhibition: NOD2 signaling inhibitors, cell-based, luminescence, uHTS, HEK293 (AID 1566); HEK293 NOD2/NF-kB luciferase reporter, luminescence; higher % means a stronger effect; inhibition, % at 4 µM; hits with a dose series show EC50 in µM; 290,000 tested, 0.63% active; also: many of its hits are not listed in these tables
# KOR beta-arrestin-1: kappa opioid receptor blockers – cell-based, luminescence, uHTS (AID 1778); 290,000 tested, 0.091% active; KOR beta-arrestin recruitment, luminescence, antagonist mode; higher % means a stronger effect; one-dose inhibition, % at 10 µM; IC50 in µM for titrated hits; also: strong numbers were not always called active
# GPR55 antagonists: inhibition of LPI-stimulated GPR55 beta-arrestin translocation – imaging, U2OS, beta-arrestin-GFP, LPI agonist, primary screen (AID 2013); U2OS GPR55 beta-arrestin-GFP translocation imaging, LPI antagonism; higher % means a stronger effect; inhibition, % at 10 µM; hits with a dose series show IC50 in µM; 290,000 tested, 0.13% active;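 active = spots per cell inhibited over 60%, with over 100 cells counted and total cytoplasm intensity under 500,000; inconclusive = wells with under 100 cells, flagged as likely toxic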;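 also: U2OS cells stably carrying GPR55 and arrestin-GFP stimulated by 5 µM LPI near EC80; imaged beta-arrestin-GFP aggregate spots per cell after agonist stimulation; plate controls were LPI-stimulated DMSO wells for no effect and DMSO wells without LPI for full effect; some results filed as inactive read as strong as hits; confirmed hits need IC50 under 10 µM and bright autofluorescent wells are also inconclusive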
# GPR35 arrestin U2OS: GPR35 antagonists blocking zaprinast-driven arrestin recruitment, primary screen, imaging, U2OS, beta-arrestin-GFP, zaprinast agonist (AID 2058); 290,000 tested, 0.052% active; inhibition, % at 10 µM, or IC50 in µM where a hit was titrated; U2OS GPR35 beta-arrestin-GFP translocation imaging, zaprinast antagonism; higher % means a stronger effect;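 active = inhibition of at least 50% with at least 30 cells and total cytoplasm GFP at most 10,000,000; inconclusive = under 30 cells or total GFP of 10,000,000 plus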
# HIV fusion peptide: inhibitors of HIV fusion peptide binding, primary screen, biochemical, uHTS, fluorescence dequenching (AID 1986); 290,000 tested, 0.3% active; inhibition, % at 20 µM, or IC50 in µM where a hit was titrated; cell-free peptide binding, fluorescence dequenching, 30 min; higher % means a stronger effect; in the data active = inhibition mostly above about 52%, no sharp cut-off; inactive = mostly below about 76%; also: some results filed as inactive read as strong as hits
# KOR beta-arrestin-2: KOR agonists, beta-arrestin recruitment, primary screen, cell-based, luminescence, uHTS (AID 1777); one-dose activation, % at 10 µM; EC50 in µM for titrated hits; 280,000 tested, 0.02% active; KOR beta-arrestin recruitment, luminescence; higher % means a stronger effect; in the data active = activation above about 50%, passing the limit was not always enough; also: a part of the inactive calls stands beside numbers as strong as those of hits
# NOD1 inhibition: inhibition of NOD1-driven NF-kB reporter – cell-based, luminescence, uHTS, primary screen (AID 1578) | NOD1-driven NF-kB luciferase reporter cells, luminescence; higher % means a stronger effect | 290,000 tested, 1% active | inhibition, % at 4 µM, or EC50 in µM where a hit was titrated; in the data active = inhibition mostly above about 36%, no sharp cut-off; inactive = mostly below about 34%;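 also: HEK-293T reporter cells stimulated with the NOD1 agonist gamma-tri-DAP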
# GPR55 activation: selective activators of receptor GPR55 – imaging, U2OS cells, beta-arrestin-GFP redistribution, primary screen (AID 1961). 290,000 tested, 0.048% active. U2OS GPR55 beta-arrestin-GFP redistribution imaging; higher % means a stronger effect. one-dose activation, % at 10 µM; EC50 in µM for titrated hits;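 active = activation above 40% with more than 50 cells counted in the well; inconclusive = wells holding fewer than 50 cells, flagged as toxic or sparse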;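 also: U2OS osteosarcoma cells stably expressing GPR55 and beta-arrestin-GFP; plate controls were DMSO negative control for no effect and LPI positive control for full effect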
# Myeloid diff MLP GFP+ MAC1+ %: also measured in Myeloid diff MLP; calls as there; GFP+ MAC1+ double positive, %; measured here: differentiation confirmed by MAC1 staining
# Numbers without * were called inactive; i = inactive; ? = inconclusive; nt = no result given; + = active, no number; [ ] = dose if it differs, or a comment. Rule as the data show it, unless noted: active = inhibition above about 50%; inactive = the rest. The list is partial. The share of hits here may be higher or lower than overall.
SMILES,Myeloid diff MLP,Myeloid diff MLP GFP+ MAC1+ %,NOD2 inhibition,KOR beta-arrestin-1,GPR55 antagonists,GPR35 arrestin U2OS,HIV fusion peptide,KOR beta-arrestin-2,NOD1 inhibition,GPR55 activation
CCOC(=O)c1ccccc1OCc1cc(/C=N/NC(=O)c2cccnc2)ccc1OC,i,0.4,-2%,2%,-8%,-20%,-1.4%,0.3%,-1%,0.4%
COc1ccc(NC(=S)NCC2CCCO2)c(C)c1 (stereo unspecified),i,0.0,-15%,-13%,4%,4%,2.1%,4.6%,-47%,-0.1%
CCOc1ccc(N(C(C)C(=O)N/N=C(\C)C(C)(C)C)S(C)(=O)=O)cc1 (stereo unspecified),i,1.2,11%,26%,3%,5%,-0.1%,7.6%,-28%,0.4%
CCCn1c(C(C)Nc2nc(-c3ccc(Cl)c([N+](=O)[O-])c3)cs2)nc2cc(Cl)c(N3CCCCC3)cc21 (stereo unspecified),i,2.3,11%,-34%[20 µM],-5%,-4%,5.1%,3.8%,46%,-0.3%
CCN1CCCC1CNC(=O)Cn1cnc2sc(C)c(S(=O)(=O)N3CCC(C)CC3)c2c1=O (stereo unspecified),nt,nt,-8%,-29%,7%,-6%,3.8%,0.6%,-23%,-0.4%
CC1CCN(c2ccccc2NC(=O)c2cc([N+](=O)[O-])ccc2N2CCOCC2)CC1,i,2.5,3%,-18%,6%,-5%,0.1%,4.1%,-17%,-0.2%
COC(=O)c1cc(NS(=O)(=O)c2ccc(NC(C)=O)cc2)cc(C(=O)OC)c1,i,1.0,12%,-29%,2%,21%,0.4%,-0.9%,51%,-0.1%
CC(C)OC(=O)CSc1ncnc2c1cnn2Cc1ccccc1,i,1.4,0%,-11%,-6%,4%,-0.9%,3.7%,-1%,-0.2%
FC(F)(F)c1cccc(CN2CCCCCC2)c1,i,0.9,1%,26%,3%,-1%,0.7%,-0.3%,-1%,0.0%
Clc1ccc(OCCn2cnc(Cl)c2Cl)cc1,i,0.5,-9%,18%,12%,-3%,1.2%,-6.1%,-3%,-0.2%

# As entered above:
# NOD2 inhibition result of CCN1CCCC1CNC(=O)Cn1cnc2sc(C)c(S(=O)(=O)N3CCC(C)CC3)c2c1=O (stereo unspecified) : -8%
# KOR beta-arrestin-2 result of CC1CCN(c2ccccc2NC(=O)c2cc([N+](=O)[O-])ccc2N2CCOCC2)CC1 : 4.1%

# The list continues.
SMILES,Myeloid diff MLP,Myeloid diff MLP GFP+ MAC1+ %,NOD2 inhibition,KOR beta-arrestin-1,GPR55 antagonists,GPR35 arrestin U2OS,HIV fusion peptide,KOR beta-arrestin-2,NOD1 inhibition,GPR55 activation
O=C(NCc1ccco1)c1ccc(CS(=O)Cc2ccc(Cl)cc2)o1 (stereo unspecified),i,0.6,8%,-5%,20%,-9%,1.3%,-3.8%,-18%,-0.1%
C=CCn1cc(C(=O)N2CCN(c3ccccc3)CC2)c(=O)c2cc(S(=O)(=O)N3CCCC3)ccc21,i,1.7,-14%,-27%,4%,10%,0.5%,5.5%,-45%,0.3%
COc1ccc2cc1Oc1ccc(cc1)CC1c3c(cc(OC)c4c3Oc3cc5c(cc3O4)CCNC5C2)CCN1C (stereo unspecified),+,15*,-24%,-8%,10%,-9%,-4.0%,12%,-6%,-0.1%
CSc1cc(N2CCOCC2)nc(-c2ccccc2Cl)n1,i,1.9,16%,-22%,10%,0%,1.6%,17%,-8%,1.3%
O=C(c1ccco1)N(Cc1nc2ccccc2c(=O)[nH]1)C1CCCC1,i,1.2,-1%,40%,3%,2%,-0.3%,-3.6%,3%,-0.1%
COc1ccccc1/C=N/n1c(N)c(C(=O)NC2CCCCC2)c2nc3ccccc3nc21,i,1.2,12%,-17%,22%,-6%,0.7%,-0.5%,5%,-0.1%
CCOc1ccc(C/C(N)=N/n2cnnc2)cc1,i,0.7,-5%,27%,-5%,1%,1.0%,-0.9%,-25%,0.3%
Cc1ccc(C2OC(=O)c3ccccc32)cc1 (stereo unspecified),i,1.9,13%,nt,4%,9%,-1.7%,0.3%,4%,-0.4%
O=C(NC1CCCCC1)c1ccc(-c2cccc([N+](=O)[O-])c2)o1,i,1.0,-64%,-16%,17%,-11%,-0.4%,-0.2%,-122%,-0.1%
Cc1ccc(C)c(-n2cc(CNC(C)Cn3cncn3)c(-c3ccccc3)n2)c1 (stereo unspecified),i,0.4,19%,6%,11%,-2%,2.1%,1.6%,-1%,0.2%
Cc1noc(C)c1C(=O)N(CC(C)C)c1nc2ccccc2s1,i,1.2,7%,8%,12%,2%,-1.9%,11%,-10%,0.0%
COc1ccc(NC(=O)C(c2ccc(C)cc2)N(C)C(=O)Cc2cccs2)cc1 (stereo unspecified),i,0.3,12%,18%,13%,-3%,-2.2%,-1.0%,-28%,-0.4%
Cc1nn(Cc2ccccc2Cl)c(C)c1C(=O)Nc1nnc(C2CC2)s1,i,0.7,-35%,-13%,4%,6%,-1.5%,2.8%,nt,0.1%
COC(=O)C1=C(C(=O)c2ccc(C)cc2)C(c2ccc(O)c(OC)c2)n2nnnc2N1 (stereo unspecified),i,0.5,8%,-9%,-13%,1%,-7.0%,-2.1%,7%,-0.2%
O=C(CC1NCCc2ccccc21)Nc1ccc(Cl)cc1 (stereo unspecified),i,0.1,4%,2%,13%,10%,-1.2%,-1.8%,-37%,-0.3%
COc1ccc(-c2noc(CCCC(=O)Nc3cccnc3)n2)cc1OC,i,1.0,10%,-24%,8%,5%,0.7%,-4.3%,-4%,0.4%
O=[N+]([O-])c1ccc(-c2cc(-c3ccc(Cl)cc3)n[nH]2)cc1,i,2.9,-42%,-8%,20%,-3%,-0.1%,-2.5%,-61%,-0.1%
CCCn1c(SCC(=O)c2ccc3c(c2)OCCO3)nnc1-c1ccco1,i,0.4,19%,17%,19%,1%,-2.1%,-2.3%,12%,-0.2%
CC(C)n1c(O)c(N=NC(=O)Cc2csc(N3CCOCC3)n2)c2ccccc21,i,0.6,35%,-4%,5%,2%,-0.9%,-2.2%,-18%,-0.4%
O=C(OCc1c(Cl)cccc1Cl)c1cnccn1,i,0.9,-2%,9%,-9%,4%,-0.6%,6.2%,-21%,-0.1%
Cc1c(C)n(Cc2ccccc2)c2ccc(C(=O)NCCN3CCOCC3)cc12,i,0.8,7%,-33%,-6%,0%,-1.0%,-8.4%,-21%,-0.1%
NC(=O)c1nsnc1-c1ccccc1O,i,8.1,6%,-111%,4%,-9%,-0.8%,0.1%,41%,-0.3%
Cc1nnc(SCC(=O)Nc2ncc(Cc3ccc(F)cc3)s2)n1N,i,0.8,3%,16%,-1%,-12%,0.2%,-0.7%,-9%,0.2%
Cc1ccccc1OCC(=O)NN1Cc2ccccc2C1=N,i,0.8,20%,-4%,-7%,-7%,2.3%,-6.1%,13%,-0.1%
O=C(O)CC(CNS(=O)(=O)c1ccccc1)c1ccccc1 (stereo unspecified),i,1.3,16%,7%,-7%,2%,0.2%,-2.3%,0%,-0.2%
Cc1cc(N2CCN(C)CC2)nc2ccc(NC(=O)CCC(=O)NCc3ccco3)cc12,i,0.8,3%,0%,2%,-3%,-1.2%,0.0%,3%,0.2%
COc1ccc(C2(CNC(=O)c3cccs3)CCOCC2)cc1,i,0.4,-16%,-49%[20 µM],1%,-16%,2.6%,0.8%,-26%,-0.1%
O=C(NC1CCCc2ccccc21)C1CCN(S(=O)(=O)c2cnc[nH]2)CC1 (stereo unspecified),i,0.9,-5%,12%,2%,1%,-2.1%,-3.5%,2%,0.3%
COCCCn1c(SCC(=O)N2CCOCC2)nc2ccccc2c1=O,nt,nt,-7%,-5%,-5%,-6%,0.5%,-2.7%,22%,0.0%
CC(C)Oc1ccc(C(CC(=O)NCCCN(C)C)c2ccc(F)cc2)cc1 (stereo unspecified),i,0.5,18%,15%,8%,2%,-0.5%,-2.0%,11%,-0.3%
COc1cc([N+](=O)[O-])ccc1NC(=O)CSc1nc2ccccc2n1-c1ccccc1,nt,nt,38%,33%,7%,-1%,6.4%,8.5%,24%,0.3%
CCCN1CCN(CC(=O)Nc2cc(OCC)ccc2OCC)CC1,i,0.1,2%,15%,10%,8%,0.7%,0.5%,-9%,-0.1%
Cc1ccc(N(Cc2cc3cccc(C)c3[nH]c2=O)S(=O)(=O)c2ccccc2)c(C)c1,i,1.4,17%,-26%,12%,10%,-2.7%,2.8%,-39%,-0.2%
COc1cccc(C(=O)Nc2ccc3c(cc2=O)[C@@H](NC(C)=O)CCc2cc(OC)c(OC)c(OC)c2-3)c1,?,nt,6%,-19%,7%,-2%,-2.1%,1.5%,-3%,-0.1%
COCC(=O)NCCc1nc(-c2ccccc2)cs1,i,0.9,6%,-29%,17%,-11%,2.8%,1.3%,-6%,0.2%
CCCc1cc(N2CCN(C(=O)c3ccco3)CC2)n2c(nc3ccccc32)c1C#N,i,1.3,20%,62%,-13%,-2%,9.0%,-4.6%,-1%,0.3%
CCOc1ccc(NC(=O)CCC(=O)NNC(=O)COc2ccccc2C)cc1,i,0.3,-19%,-43%[20 µM],9%,-6%,-0.9%,-1.1%,-16%,0.3%
COCCN(CCOC)S(=O)(=O)c1ccc(C(=O)Nc2c(C)n(C)n(-c3ccccc3)c2=O)cc1,i,0.3,17%,4%,4%,1%,1.3%,2.1%,0%,0.3%
CCOCCCNC(=O)CCc1ccc(-n2cnc3cccnc32)cc1,i,0.6,32%,14%,7%,7%,12%,-6.2%,-8%,-0.3%
COc1cccc(OC)c1C(=O)Nc1ccc2c(c1)n(C)c(=O)n2C,i,0.6,9%,19%,1%,10%,-1.3%,-2.5%,-35%,-0.2%
Cn1c(SCC(=O)Nc2ccc3c(c2)OCCO3)nnc1-c1ccncc1,i,0.3,-28%,-21%,-9%,0%,-0.1%,3.5%,-21%,-0.3%
CSc1cccc(CN2CCC(CO)(Cc3cccc(C(F)(F)F)c3)CC2)c1,i,0.7,-50%,-19%,1%,-7%,-1.6%,38%,41%,0.2%
O=C(NC1CC1)C1CCN(c2ccc(S(=O)(=O)N3CCOCC3)cc2)CC1,i,6.9,1%,26%,-3%,-1%,-1.5%,-2.9%,-10%,-0.1%
Cc1[nH]c(=O)[nH]c(=O)c1S(=O)(=O)Nc1ccc(F)c([N+](=O)[O-])c1,i,0.4,0%,-18%,12%,4%,1.0%,0.4%,0%,-0.3%
COc1ccc(C(=O)Nc2nc3c(s2)CCCC3)cc1S(=O)(=O)N1CCCc2ccccc21,i,0.8,-55%,-2%,5%,0%,0.5%,8.5%,1%,-0.2%
COc1cc(OC)cc(C(=O)Nc2cc(NC(=O)c3ccco3)ccc2OC)c1,i,1.1,8%,-8%,11%,-14%,-0.3%,6.5%,-27%,-0.1%

# Source: PubChem (several laboratories)
